PriA SSB inh: K. pneumoniae PriA-SSBct interaction inhibition | AlphaScreen SSBct-PriA binding, biotinylated peptide | inhibition, % at 33 µM | 430,000 tested, 0.6% active | AID 1272365; in the data active means inhibition mostly above about 37%, no sharp cut-off; inactive means mostly below about 20%;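 further: plate controls were negative control peptide for no effect and reference peptide for full effect; strong numbers were not always called active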
* marks the source's active call; other numbers are inactive results; & = joins results of further samples.

SMILES | PriA SSB inh
CCN1C(=O)CCc2cc(NC(=O)C3CCCO3)ccc21 (stereo not given) | 7
C/C=C/C=N\Nc1nc(C)cc(=O)[nH]1 | 3
COc1ccc(SCC2CCN(C(=O)NCc3cccs3)CC2)cc1 | -9
O=S(=O)(NCCOc1ccccc1)c1ccc(F)c(Cl)c1 | -22
O=C(Nc1nnc(-c2ccc3c(c2)OCCO3)o1)c1ccc2ncsc2c1 | 10
NC(=O)c1ccc(NC(=O)Cc2cn(Cc3ccc(Cl)cc3)c3ccccc23)cc1 | -34
CSc1ccccc1C(=O)NCc1cc(-c2ccccn2)n(C)n1 | -20
Oc1c(C=Nc2ncn[nH]2)ccc2ccccc12 | -2
Cc1cc(C)c2sc(N(Cc3ccco3)C(=O)COc3ccccc3)nc2c1 | -10
O=C(COc1ccccc1F)Nc1ccccc1Cc1nc(-c2cccs2)no1 | -9
Cc1[nH]c2ccccc2c1C(C[N+](=O)[O-])c1ccc(Br)cc1 (stereo not given) | 25
Cn1cccc(C(=O)N2CCCCC(c3ccc(Cl)cc3)C2)c1=O (stereo not given) | 9
Cc1cc(=O)n(CC(=O)Nc2cnc3ccccc3c2)cn1 | -17
NC(=O)c1ccccc1NC(=O)C1CCN(c2ccc(-c3ccc(Cl)cc3)nn2)CC1 | 3&3
Cc1nccn1CCNC(=O)CCCc1ccccc1 | -9
CNC(=O)c1csc(NC(=O)COc2ccc(Cl)cc2Cl)n1 | -6
CCOC(=O)c1sc(NC(=O)C2CC2)nc1-c1ccccc1 | -2
CC(=NNC(N)=S)C1C2C3CC4C5CC(C42)C1C53 (stereo not given) | 4
CN(c1ccccc1)S(=O)(=O)c1ccc(C(=O)Nc2ccc(Cl)cc2C(=O)c2ccccc2Cl)cc1 | -7
Cc1ccc(-n2ncc3c(=O)n(NC(=O)C4CCCO4)cnc32)cc1C (stereo not given) | -5
COc1ccc(S(=O)(=O)Nc2cnc(N3CCOCC3)nc2)cc1C | -9
CN1CCN(C=Nc2c(C#N)cnn2-c2ccccc2)CC1 | -20
O=S(=O)(Cc1cc(F)ccc1F)NCC1CCCN1c1ccccc1 (stereo not given) | 4
O=C(CSC1CCCC1)N1CCN(c2nc(-c3ccsc3)cs2)CC1 | 2
CN(C)C(CNC(=O)C(=O)Nc1nccs1)c1ccco1 (stereo not given) | 6

New compounds follow.
SMILES | PriA SSB inh
Cc1cc(C(F)(F)F)nc(CCNS(=O)(=O)Cc2cc(F)ccc2F)n1 | -13
CS(=O)(=O)c1ccc2nc(N(Cc3cccnc3)C(=O)c3ccc4ccccc4c3)sc2c1 | 2
O=C(O)c1ccnc(Br)c1 | -6
O=C(NCc1ccco1)C(=O)Nc1ccc2c(c1)N(S(=O)(=O)c1cccs1)CCC2 | -4
CSCCC(C)(O)CNC(=O)Nc1ccc(C)c(C)c1 (stereo not given) | -9
Cc1ccccc1-n1ncc2c(=O)[nH]c(SCC(=O)NCc3ccccc3Cl)nc21 | -14
Cc1ccc(C)c(S(=O)(=O)NCC(=O)N2CCN(c3ccccc3)CC2)c1 | -3&2
COc1ccc2cc(C(=O)Nc3cccc(N4CCCCC4=O)c3)[nH]c2c1 | 0
O=C(CN1C(=O)NC2(CCN(Cc3ccccc3)CC2)C1=O)NCc1ccc(F)cc1 | -3
O=C(NC1CCCCC1)c1cc(-c2cc[nH]c2)n[nH]1 | 4
Cn1/c(=N/NC(=O)CCNS(=O)(=O)c2ccc(Cl)cc2)sc2ccccc21 | -1
O=C(c1ccccc1)c1ccc(OC(=O)c2ccc(Br)o2)cc1 | -17
CCOc1ccccc1-c1noc(Cn2c(=O)n(CCc3ccccc3)c(=O)c3ccccc32)n1 | -6
COc1ccc(OC)c(S(=O)(=O)Nc2ccc3c(c2)N(C(=O)C(C)(C)C)CC3)c1 | 9
Fc1ccc(CSc2nccn3nc(-c4cccs4)cc23)c(Cl)c1 | 17
O=C(NCCC(O)c1cc2ccccc2o1)c1cc(C2CC2)on1 (stereo not given) | 1
O=C(Nc1nc(-c2cc3ccccc3o2)cs1)c1cccs1 | -16
CCOC(=O)Cc1c(C)nc2nc(N)[nH]n2c1=O | -10
COCCNC(=O)Cn1c(CO)cnc1SCc1ccc(Cl)c(Cl)c1 | -19
O=C(NC[C@H](O)c1cccc2ccccc12)c1cncc(Br)c1 | 0
Cc1sc2nc(SCC(=O)NCCO)[nH]c(=O)c2c1C | -8
CCOc1ccccc1NC(=O)C1CCCN(c2cc(-n3ccc4ccccc43)ncn2)C1 (stereo not given) | -6
O=C(NC1CCCC(O)C1)c1cccc2ccccc12 (stereo not given) | 1
Cn1cc(-c2ccco2)nc1CCNC(=O)C(C)(C)Oc1ccc(Cl)cc1 | 10
Cc1cc(C)n(-c2ccc(C(=O)Nc3ccccc3-c3ccc(=O)[nH]n3)nn2)n1 | -6

Other structures.
SMILES | PriA SSB inh
Cn1nnn(-c2ccc(NC(=O)c3ccsc3)cc2)c1=O | -12
CCOc1ccc2nc(N(CC3CCCO3)C(=O)c3ccnn3C)sc2c1 (stereo not given) | -4
COc1ncc(NC(=O)c2ccc3c(c2)OCO3)c(OC)n1 | 16
Cc1cc(-c2nnc(NC(=O)CCSc3ccc(Cl)cc3)o2)nn1C | 8
COc1ccc(-c2c(C#N)c(SCC(=O)c3ccc4c(c3)OCO4)nc3c2C(=O)CC(C)(C)C3)cc1 | -7
CCc1ccc(-n2nnc3c(=O)n(Cc4nc(-c5cccc(Br)c5)no4)cnc32)cc1 | -2
Cc1ccc(S(=O)(=O)N(C(N)=Nc2nc(C)cc(C)n2)c2ccc(C)c(C)c2)cc1 | -12
COc1ccc(-c2csc(NC(=O)c3cc(-c4ccccc4)nc4ccccc34)n2)c(OC)c1 | -14&12
COc1ccc(OCC(=O)Nc2ccc(N3CCCC3=O)cc2)cc1 | -7
Cn1cccc1-c1noc(CNC(=O)Cc2ccccc2Br)n1 | 17
CC(=NNC(=O)COc1ccc(C(C)(C)C)cc1)c1ccccc1 | -7
Cc1cc(C)nc(NS(=O)(=O)c2ccc(NC(=O)c3ccc4ncsc4c3)cc2)n1 | -9&1
CCC(NCC(O)CN(C)S(=O)(=O)c1ccc(C)cc1)C(=O)O (stereo not given) | -3
O=c1[nH]c(=S)n(Cc2ccc(F)cc2)c(O)c1C=NN1CCCCC1 | -2
CS(=O)(=O)C1CCN(C(=O)CCSc2ccccc2)CC1 | -13
O=C(Nc1nnc(CSc2ccccc2)o1)c1ccccc1 | -28&3
CC(=NNC(=O)c1cccc(S(=O)(=O)N2CCCCC2)c1)c1ccc(C)o1 | 4
Oc1c(C(c2cccc(Br)c2)N2CCc3ccccc3C2)sc2nc(-c3ccco3)nn12 (stereo not given) | 17
CCOc1ccc(-c2cc(=O)n(CC(=O)Nc3ccccn3)cn2)cc1 | 0
CC(C)c1noc([C@H]2CC(=O)N(Cc3ccc4c(c3)OCO4)C2)n1 | -7
O=C(c1ccc[nH]1)N1CCN(C(=O)c2ccco2)CC1 | 3
O=C(Cc1cccs1)N1CCc2cc(S(=O)(=O)NC3CCCC3)ccc21 | -8
CC(CC(=O)Nc1cccnc1)=NNC(=O)C(C)Oc1ccc(Cl)cc1Cl (stereo not given) | -10
Cc1onc(-c2ccccc2Cl)c1C(=O)Nc1ccc2c(c1)OCC(C)(C)C(=O)N2 | 15
CC(=O)c1ccc(NC(=O)CCc2c(C)[nH]c(=O)[nH]c2=O)cc1 | 9

(list continues)
SMILES | PriA SSB inh
COC(=O)c1c(NC(=O)c2ccno2)sc2c1CCCC2 | -12
C#CCn1c(=NC(=O)c2ccnn2C)sc2cc(SC)ccc21 | -7
CCCC12CN3CCN(CC(C3)C1=NNC(=O)c1ccc(F)cc1)C2 | -15
O=C(Nc1nc(-c2ccc3c(c2)OCO3)cs1)c1ccc(C(=O)Nc2nc(-c3ccc4c(c3)OCO4)cs2)s1 | -1
CCOCC(=O)Nc1ccc2c(c1)C(=O)NCCO2 | 5
O=C(NC[C@H](O)c1ccoc1)NC(c1ccccc1)c1ccccc1 | 7
O=C(Cn1cnc(-c2ccc(Cl)cc2)cc1=O)NCc1ccco1 | -3
COCCn1c(C)cc(O)c(C(c2ccc(OC)c(OC)c2)N2CCN(c3ccccn3)CC2)c1=O (stereo not given) | 4
CC(=NNc1ccc2nncn2n1)c1ccccn1 | 33
CC(=NNC(=O)c1ccc(Br)cc1)c1ccccc1 | -16
CCNC(=O)N1CCN(C[C@H](O)C2CC2)CC1 | -3
O=C(Cc1ccc(-c2ccccc2)cc1)Nn1cnc2c(cnn2-c2ccc(F)cc2)c1=O | -9
Cc1nn(C)c(C)c1S(=O)(=O)N1CCC(c2ccsc2)CC1 | -12
CCCOc1ccc(C=NNC(=O)C2CC2)c(OCCC)c1 | -3
COc1ccc(NC(=O)C(=O)NCC2CCN(Cc3cccs3)CC2)cc1 | 3
CN(C)c1ncc(NC(=O)c2cccc(F)c2)cn1 | -17
CSc1cccc2sc(N(Cc3ccco3)C(=O)c3cccc(S(=O)(=O)C(C)C)c3)nc12 | 1
NS(=O)(=O)c1ccc(NC(=S)Nc2ccc(F)cc2)cc1 | 5
CCCS(=O)(=O)Nc1ccc2c(c1)C(=O)NCCO2 | -12&-1
CC(=NN=c1scc(C)n1Cc1ccco1)c1cccc([N+](=O)[O-])c1 | 6
CC(=O)c1ccc(NC(=O)Cn2c(-c3ccccn3)nc3ccccc32)cc1 | -16&-5
O=C1CSC(=S)N1N=Cc1ccc(O)c(O)c1O | 100*
O=C(NN=Cc1cccc2ccccc12)c1cccc(F)c1 | -8
COc1cccc2cc(C(=O)N3CC[C@H](S(=O)(=O)Cc4ccco4)C3)oc12 | -9
COc1ccc(F)cc1S(=O)(=O)NCc1nc(C)no1 | -11

The list continues.
SMILES | PriA SSB inh
Cc1ccccc1-n1nnnc1SCC(=O)NCc1ccco1 | -2
O=C(CSc1ccc(NC(=O)c2cccs2)nn1)Nc1ccc2c(c1)OCCO2 | -6
O=C(Cc1c(F)cccc1Cl)N1CC(n2cc(-c3ccccc3)nn2)C1 | -8
CCOCC(=O)NC1CCC(Oc2ccccn2)CC1 (stereo not given) | -7
Cc1cccc(S(=O)(=O)NCC2CCN(C3CCCC3)CC2)c1 | -15
CN(C)[C@@H](CNC(=O)C(=O)Nc1ccc2c(c1)OCO2)c1ccc2c(c1)CCO2 | 8
COc1ccc(Nc2nc(C(=O)NCc3ccccc3Cl)cs2)cc1OC | -1
CCOc1ccc2cccc(NC(=O)c3cc(-c4ccccc4)on3)c2n1 | 0
Nc1ccnc2ccc(Cl)cc12 | 4
CCn1c(O)c(C=NN2CCOCC2)c(=O)n(CC)c1=S | -2
CCOc1ccc(C=NNC(=O)C(=O)N2CCCCCC2)c2ccccc12 | 0
N#Cc1ccccc1NC(=O)C[C@H](NCCCN1CCOCC1)C(=O)O | -13
C=CCN1C(=O)CSc2cnn(CC(=O)Nc3ccc4c(c3)OCCO4)c(=O)c21 | 1
CC(=NNC(=O)c1cccc(S(=O)(=O)N2CCCC2)c1)c1cccs1 | -6
CCOC(=O)c1c(C(C)(C)C)oc2ccc(OCc3cccc([N+](=O)[O-])c3)cc12 | 12
Cc1ccc(OCC(=O)NN=C/C=C/c2ccco2)c(Br)c1 | -18
NC(C(=O)O)c1cccc(Cl)c1 (stereo not given) | 11
Cc1csc(NC(=O)CSc2nnc(CNC(=O)c3cccc(C(F)(F)F)c3)o2)n1 | -2&1
O=C(Cc1ccccc1)NCc1n[nH]c(=S)n1-c1ccc([N+](=O)[O-])cc1 | -13
COCCN1CCC(CNC(=O)COc2ccc(OC)cc2)CC1 | -8
COc1ccc(CNC(=O)Nc2ccc3c(c2)N(CC(C)C)C(=O)C(C)(C)CO3)cc1OC | 1
COc1ccc(S(=O)(=O)NN=Cc2ccc([N+](=O)[O-])o2)c(OC)c1 | -7
Cc1nc2ccccc2n1Cc1c(Cl)cccc1Cl | 8
COc1coc(C(=O)Nc2nc3ccc([N+](=O)[O-])cc3s2)cc1=O | -15
CC(=O)NCCc1nc2ccccc2n1CCOc1cccc2ccccc12 | -17

17 of the compounds above, tab-delimited.
molecule	PriA SSB inh
Cc1ccccc1-n1nnnc1SCC(=O)NCc1ccco1	-2
O=C(CSc1ccc(NC(=O)c2cccs2)nn1)Nc1ccc2c(c1)OCCO2	-6
O=C(Cc1c(F)cccc1Cl)N1CC(n2cc(-c3ccccc3)nn2)C1	-8
CCOCC(=O)NC1CCC(Oc2ccccn2)CC1 (stereo not given)	-7
Cc1cccc(S(=O)(=O)NCC2CCN(C3CCCC3)CC2)c1	-15
CN(C)[C@@H](CNC(=O)C(=O)Nc1ccc2c(c1)OCO2)c1ccc2c(c1)CCO2	8
COc1ccc(Nc2nc(C(=O)NCc3ccccc3Cl)cs2)cc1OC	-1
CCOc1ccc2cccc(NC(=O)c3cc(-c4ccccc4)on3)c2n1	0
Nc1ccnc2ccc(Cl)cc12	4
CCn1c(O)c(C=NN2CCOCC2)c(=O)n(CC)c1=S	-2
CCOc1ccc(C=NNC(=O)C(=O)N2CCCCCC2)c2ccccc12	0
N#Cc1ccccc1NC(=O)C[C@H](NCCCN1CCOCC1)C(=O)O	-13
C=CCN1C(=O)CSc2cnn(CC(=O)Nc3ccc4c(c3)OCCO4)c(=O)c21	1
CC(=NNC(=O)c1cccc(S(=O)(=O)N2CCCC2)c1)c1cccs1	-6
CCOC(=O)c1c(C(C)(C)C)oc2ccc(OCc3cccc([N+](=O)[O-])c3)cc12	12
Cc1ccc(OCC(=O)NN=C/C=C/c2ccco2)c(Br)c1	-18
NC(C(=O)O)c1cccc(Cl)c1 (stereo not given)	11

(next part)
SMILES | PriA SSB inh
CC(=O)NCCn1ncc2c(N3CCN(c4ccccc4)CC3)ncnc21 | -14
CC(=O)Nc1nc2ccc(C(C)C)cc2s1 | -11
Cn1c(=O)oc2ccc(S(=O)(=O)NCC3CCN(S(=O)(=O)C4CC4)CC3)cc21 | -12
CC(=O)NN=Cc1cc(C)n(-c2ccc(Br)cc2)c1C | 13
CC(C)c1nnc(NC(=O)COc2ccc(Cl)cc2Cl)s1 | -10
CC(c1ccccc1)n1c(/C=C/c2ccccc2)nc2ccccc21 (stereo not given) | -33&-13
CN(C)C=Nc1[nH]ncc1C#N | -1
O=C(Nc1ccccc1Cc1nc(-c2cccs2)no1)c1cnn(-c2ccccc2)n1 | 0
O=C(CCCSc1ccc(F)cc1)Nc1nnc(-c2ccc3c(c2)OCCO3)o1 | -4&10

High-throughput results: PubChem BioAssay, Small Molecule Screening Facility, UW Madison

This is a subset; count on the stated rates, not on these rows.
